# High-throughput results (PubChem)
# GAA spleen mod: qHTS Assay for Inhibitors and Activators of Human alpha-Glucosidase From Spleen Homogenate. human spleen homogenate, 4-MU-alpha-glucoside fluorescence. Potency, µM (series often up to 79.9 µM), for inactives: top-dose activity change, negative = inhibition, hits mostly inhibitors. 240,000 tested, 0.006% active. AID 2112, 2009;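 also: 0% = enzyme with vehicle and -100% = no enzyme basal signal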
#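 Compounds were titrated against alpha-glucosidase in spleen homogenate at pH 5.0, with 1 mM 4-methylumbelliferyl substrate for 40 min at 37 C. Reactions were quenched with pH 10 NaOH/glycine and fluorescence measured.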
# aGal spleen mod: qHTS Assay for Inhibitors and Activators of Human alpha-Galactosidase From Spleen Homogenate | Alpha-galactosidase A (Homo sapiens), P06280 | human spleen homogenate, 4MU-alpha-Gal fluorescence, 40 min | Potency, µM (top dose mostly 80 µM), inactives show top-dose activity change, negative = inhibition, hits mostly inhibitors | 240,000 tested, 0.008% active;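 also: 0% = enzyme with vehicle and -100% = no enzyme basal signal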
# Target sequence (P06280 32-429 limits assumed): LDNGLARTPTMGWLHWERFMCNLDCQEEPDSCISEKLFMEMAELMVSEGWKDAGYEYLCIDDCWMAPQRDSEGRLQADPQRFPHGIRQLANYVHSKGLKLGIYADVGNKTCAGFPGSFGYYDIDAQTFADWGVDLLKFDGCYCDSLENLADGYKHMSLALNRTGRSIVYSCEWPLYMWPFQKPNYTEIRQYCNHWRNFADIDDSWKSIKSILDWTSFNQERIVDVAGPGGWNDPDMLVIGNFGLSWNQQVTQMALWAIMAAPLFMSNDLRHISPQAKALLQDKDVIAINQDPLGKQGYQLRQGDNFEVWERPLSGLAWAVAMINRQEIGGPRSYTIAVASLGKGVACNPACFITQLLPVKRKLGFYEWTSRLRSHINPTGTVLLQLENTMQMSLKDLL
#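 Human spleen homogenate (1 ug) as enzyme source, 4-methylumbelliferyl-alpha-D-galactopyranoside 1 mM final, citrate/phosphate pH 5.0 with 0.01% Tween-20. Compounds 40 min at 37C, NaOH/glycine stop; fluorescence Ex 365/Em 440, Hill-fit AC50.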
# * hit, by the source's call; ? = inconclusive; & = joins results of further samples. Calls follow the shape of the dose curve; as a rule, active = well fitted curve in the direction sought with a large enough effect; inconclusive = small, poorly fitted or top-dose-only effect, or another doubt; inactive = no such curve, though single readings can be large; an effect the other way counts as inactive or inconclusive. Potency is read from the fitted curve at half-maximal effect. Not all compounds are listed; the hit share may differ from the screen's.
No.	SMILES	GAA spleen mod	aGal spleen mod
1	CC(=O)Nc1ccn(C2OC(C(COC(C)=O)NC(=O)C(Cc3ccccc3)NC(=O)OC(C)(C)C)C(OC(C)=O)C2OC(C)=O)c(=O)n1 (centres undefined)	9%	-1%
2	CCCN1CCC(=O)N(C(CSc2ccc(Br)cc2)CC(C)C)CC1 (centres undefined)	3%	-3%
3	CSCC[C@H](NC(=O)[C@H](CC(C)C)NC(=O)CNC(=O)[C@H](Cc1ccccc1)NC(=O)[C@H](Cc1ccccc1)NC(=O)[C@H](CCC(N)=O)NC(=O)[C@H](CCC(N)=O)NC(=O)[C@@H]1CCCN1C(=O)[C@H](CCCCN)NC(=O)[C@@H]1CCCN1C(=O)[C@H](CCCN=C(N)N)NC(=O)CCCCC1SCC2NC(=O)NC21)C(N)=O (some centres undefined)	-2%	-21%
4	CCC1(CC)C(=O)C2=C3C1[C@H](C(=O)OC)CC(C(=O)OC)C[C@H]3[C@H]1C(=O)N(C)C(=O)[C@H]1[C@H]2C (some centres undefined)	-2%	12%
5	CCC1(CC)C(=O)C2=C3C1[C@H](C(=O)OC)C=C(C(=O)OC)C[C@H]3n1c(=O)n(-c3ccccc3)c(=O)n1[C@H]2C (some centres undefined)	-8%	8%
6	CSCC[C@H](NC(=O)[C@@H]1CCCN1C(=O)[C@H](CCCN=C(N)N)NC(=O)[C@H](CC(C)C)NC(=O)[C@@H]1CCCN1C(=O)[C@@H](NC(=O)[C@@H](N)CCC(N)=O)C(C)C)C(=O)N[C@H](C(=O)N[C@@H](Cc1ccc(O)cc1)C(=O)N[C@@H](CCCCN)C(=O)O)[C@@H](C)O	6%	-3%
7	COc1ccc(CNC(=O)Nc2ccc([N+](=O)[O-])cc2)cc1	-8%	0%
8	Cc1noc(C)c1-c1ccc2ncnc(NC3CCCc4ccccc43)c2c1 (centres undefined)	1%	5%
9	C/C=C1\COC(C(=O)NCCN2CCOCC2)(C(F)(F)F)C=C1C=C1CCCCC1 (centres undefined)	-9%	5%
10	CC(=O)OCC(NC(=O)C(Cc1ccccc1)NC(=O)OC(C)(C)C)C1OC(n2cc(F)c(=O)[nH]c2=O)C(OC(C)=O)C1OC(C)=O (centres undefined)	-3%	10%
11	O=C(NCc1ccccc1)C1(C(F)(F)F)C/C(=C/CCO)CCCO1 (centres undefined)	-1%	-7%
12	CCN1CCCC1=O	3%	9%

# (listing goes on)
No.	SMILES	GAA spleen mod	aGal spleen mod
13	OCC1=C[C@@H](O)[C@@H]2C=CO[C@@H](OC3O[C@H](CO)[C@@H](O)[C@H](O)[C@H]3O)[C@H]12 (some centres undefined)	-10%	0%
14	CC(C)OC(=O)c1cn(Cc2c(F)cccc2F)c2sc(-c3ccc(NC(=O)C(C)C)cc3)c(CN(C)Cc3ccccc3)c2c1=O	2%	6%
15	O=S1(=O)C2CC3C=CC2(O3)C(O)C(Cc2ccccc2)N1Cc1cccc(F)c1 (centres undefined)	-6%	-5%
16	CCC1CC=CC2C1C(=O)N(Cc1ccccc1)C2c1ccc(OC)c(Cl)c1 (centres undefined)	0%	8%
17	COC1=C2C[C@@H](C)C[C@H](OC)[C@H](O)[C@@H](C)/C=C(\C)[C@H](OC(N)=O)[C@@H](OC)/C=C\C=C(/C)C(=O)NC(=CC1=O)C2=O	-1%	9%
18	O=C(O)c1ccccc1Nc1ccc(CCc2ccc(Cl)c(Cl)c2)cc1	-3%	-8%
19	O=C1CCN(CCc2ccccc2)CCN1C(CSc1ccc(Br)cc1)c1ccccc1 (centres undefined)	8%	0%
20	CC(C)N1CCN(c2ccc(C(=O)c3c(-c4ccc(O)cc4)sc4cc(O)ccc34)cc2)CC1	-5%	-9%
21	CCCCn1cc[n+](C)c1	-7%	2%
22	COc1ccc(C2=Nn3c(nnc3-c3ccccc3OC)SC2)c(OC)c1	4%	15%
23	COc1cc(OC)c2c(c1C(CCN1CCCC1)c1ccc(N(C)C)cc1)OC(=O)CC2c1ccc(N(C)C)cc1 (centres undefined)	8%	3%
24	COc1ccc(C2CC(O)(c3ccccc3)Oc3cc(C)c(Cl)c(C)c32)cc1 (centres undefined)	1%	2%

# (list continues)
No.	SMILES	GAA spleen mod	aGal spleen mod
25	COc1ccc(C2/C=C\CN(C(=O)c3ccc(C)cc3)C(C)C(=O)N2Cc2ccc(F)cc2)cc1 (centres undefined)	-3%	2%
26	CC(=O)c1c(O)cccc1O	-5%	-3%
27	CCC1=C[C@@H]2CN(C1)Cc1c([nH]c3ccccc13)[C@@](C(=O)OC)(c1cc3c(cc1OC)N(C)[C@H]1[C@@](O)(C(=O)OC)[C@H](OC(C)=O)[C@]4(CC)C=CCN5CC[C@]31[C@@H]54)C2	-9%	-10%
28	CC[C@H](C)[C@H](NC(=O)[C@H](CC(=O)O)NC(=O)[C@H](CC(C)C)NC(=O)[C@H](Cc1cnc[nH]1)NC(=O)[C@H](C)NC(=O)[C@H](Cc1ccccc1)NC(=O)[C@H](Cc1ccc(O)cc1)NC(=O)[C@@H](NC(=O)[C@H](C)NC(=O)[C@H](CCC(=O)O)NC(=O)[C@H](CCC(=O)O)NC(=O)[C@H](CC(=O)O)NC(=O)CCC(=O)O)C(C)C)C(=O)N[C@H](C(=O)N[C@@H](Cc1c[nH]c2ccccc12)C(=O)O)[C@@H](C)CC	-4%	1%
29	COc1ccc(C2=Nn3c(nnc3-c3cc(OC)cc(OC)c3)SC2)cc1	9%	2%
30	CCOc1cc(/C=C(\C#N)C(N)=O)cc(CSc2ccccc2)c1O	2%	9%
31	N[C@@H](CCCCNC(=O)CCCC[C@@H]1SC[C@H]2NC(=O)N[C@H]12)C(=O)O	1%	1%
32	O=c1ccc2ccc(OS(=O)(=O)O)cc2o1	?	?
33	CC(=O)N[C@@H](CCCNC(=N)N)C(=O)N[C@H](CC1CCCCC1)C(=O)N[C@@H]1CCC2SC[C@@H](C(=O)N[C@H](CCCNC(=N)N)C(=O)N[C@H](Cc3ccc(Cl)cc3)C(N)=O)N2C1=O (some centres undefined)	1%	-5%
34	CNC(=O)[C@]1(C(F)(F)F)C[C@H](CCC2CCCCC2)CCCO1	-4%	3%
35	CCOCC	-5%	4%
36	CCC/C=C1/CCCOC(C(=O)NCc2ccc(C)o2)(C(F)(F)F)C1 (centres undefined)	2%	4%

# Following part.
No.	SMILES	GAA spleen mod	aGal spleen mod
37	CN(C)C1CCc2[nH]c3ccc(NC(=O)c4ccc(F)cc4)cc3c2C1 (centres undefined)	9%	-1%
38	CC(C)[C@H](NC(=O)[C@@H]1CSSC[C@H](NC(=O)[C@H](CC(=O)O)NC(=O)[C@H](C)NC(=O)[C@@H](NC(=O)CNC(=O)[C@H](C)N)[C@@H](C)O)C(=O)N[C@@H](Cc2ccccc2)C(=O)N[C@@H](Cc2c[nH]c3ccccc23)C(=O)N[C@@H](CCCCN)C(=O)N[C@@H](Cc2ccc(O)cc2)C(=O)N1)C(=O)O	0%	-1%
39	OC[C@H]1OC(O)[C@H](O)[C@@H](O)[C@@H]1O (some centres undefined)	3%	10%
40	CCC(C)c1cc([N+](=O)[O-])cc([N+](=O)[O-])c1OC(C)=O (centres undefined)	1%	4%
41	COC(=O)C1=CO[C@@H](C)[C@@H]2CN3CCc4c([nH]c5ccccc45)[C@@H]3C[C@H]12	5%	6%
42	O=C(Nc1ccc(O)c2c(=O)cc(-c3ccccc3Cl)oc12)c1cc(Cl)cc(Cl)c1	0%	2%
43	CCCOC(=O)NCCCN(C)C	2%	0%
44	COc1ccc(-c2ccc(C3C4C=CCCC4(C)C(=O)N3Cc3ccccc3)c(F)c2)cc1 (centres undefined)	1%	0%
45	COC(=O)C1=CO[C@@H](O[C@@H]2O[C@H](CO)[C@@H](O)[C@H](O)[C@H]2O)C2C(CO)=CCC12 (some centres undefined)	0%	-10%
46	CCOC(=O)N1CCN([N+]([O-])=NOc2cc(O/N=[N+](\[O-])N(CC)CC)c([N+](=O)[O-])cc2[N+](=O)[O-])CC1	1%	-1%
47	O=C(O)c1ccc2c(c1)C(=O)N([C@H](Cc1ccc(O)c(O)c1)C(=O)O)C2=O	3%	-1%
48	CN(C)CC1CCn2c(c(C3=C(c4cn(C)c5ccccc45)C(=O)NC3=O)c3ccccc32)C1 (centres undefined)	2%	-2%

# (more compounds)
No.	SMILES	GAA spleen mod	aGal spleen mod
49	Cc1ccc(F)c(C2C3C=CCCC3(C)C(=O)N2Cc2ccccc2)c1 (centres undefined)	-8%	-10%
50	O=C(O)c1ccc(-c2c3nc(c(-c4ccc(C(=O)O)cc4)c4ccc([n-]4)c(-c4ccc(C(=O)O)cc4)c4nc(c(-c5ccc(C(=O)O)cc5)c5ccc2[n-]5)C=C4)C=C3)cc1.[Mn+3]	-3%&-9%	-3%&-7%
51	CCCC[C@H]1CCCO[C@@](C(=O)NCc2cc(C)n(C)n2)(C(F)(F)F)C1	-3%	2%
52	CCc1c2c(nc3ccc(OC)cc13)-c1nc3ccccc3c(=O)n1C2	25%	?
53	c1ccc2[nH]c(NCCCc3cnc[nH]3)nc2c1	-4%	5%
54	CC1=CC(=O)C2=C(C)CC[C@H]3[C@H](C)C(=O)O[C@@H]3C12 (some centres undefined)	-5%	5%
55	C/C=C1\COC(C(=O)NCc2cccc(OC)c2OC)(C(F)(F)F)C=C1C=C(C)C (centres undefined)	2%	4%
56	C=C1CCN(C(C(=O)NCc2ccc(Cl)c(Cl)c2)C(C)C)S(=O)(=O)c2ccccc21 (centres undefined)	-3%	-2%
57	CCOc1ccc(N(C(=O)OC(C)(C)C)C(=O)c2ccc(O[Si](C)(C)C(C)(C)C)cc2)c(I)c1	-3%	-8%
58	CCOCCOC(=O)C(C)Oc1ccc(Oc2ncc(C(F)(F)F)cc2Cl)cc1 (centres undefined)	-18%	-8%
59	CC(C)(N)C(=O)N[C@@H](Cc1cnc[nH]1)C(=O)N[C@H](Cc1ccc2ccccc2c1)C(=O)N[C@H](Cc1ccccc1)C(=O)N[C@@H](CCCCN)C(N)=O	-2%	?
60	C=C1CCN(C(C)C(=O)OCc2cccc(C)c2)S(=O)(=O)c2ccccc21 (centres undefined)	3%	-5%

# (continued)
No.	SMILES	GAA spleen mod	aGal spleen mod
61	Cc1cn(C2CC3OCC(NC(=O)C4CCCN4C(=O)OC(C)(C)C)C3O2)c(=O)[nH]c1=O (centres undefined)	-2%	8%
62	COc1ccc(CNc2nc(NCc3ccc(OC)cc3)c3ncn(C(C)C)c3n2)cc1	1%	26%
63	CC(=O)OCC(NC(=O)C(Cc1ccccc1)NC(=O)OC(C)(C)C)C1OC(n2ccc(=O)[nH]c2=O)C(OC(C)=O)C1OC(C)=O (centres undefined)	4%	10%
64	COC(=O)c1ccc(-c2ccc(OC)c(C3C4C=CCC(C)C4C(=O)N3Cc3ccccc3)c2)cc1 (centres undefined)	-6%	9%
65	CC12CCC=CC1C(c1cccc(Br)c1)N(Cc1ccccc1)C2=O (centres undefined)	0%	-2%
66	COc1ccc(C2/C=C\CN(CC3CCCCC3)C(Cc3ccccc3)C(=O)N2Cc2ccc(F)cc2)cc1 (centres undefined)	-9%	2%
67	C=CN1CCCC1=O	7%	-20%

# A stretch of the results above, as a working copy:
No.	SMILES	GAA spleen mod	aGal spleen mod
55	C/C=C1\COC(C(=O)NCc2cccc(OC)c2OC)(C(F)(F)F)C=C1C=C(C)C (centres undefined)	2%	4%
56	C=C1CCN(C(C(=O)NCc2ccc(Cl)c(Cl)c2)C(C)C)S(=O)(=O)c2ccccc21 (centres undefined)	-3%	-2%
57	CCOc1ccc(N(C(=O)OC(C)(C)C)C(=O)c2ccc(O[Si](C)(C)C(C)(C)C)cc2)c(I)c1	-3%	-8%
58	CCOCCOC(=O)C(C)Oc1ccc(Oc2ncc(C(F)(F)F)cc2Cl)cc1 (centres undefined)	-18%	-8%
59	CC(C)(N)C(=O)N[C@@H](Cc1cnc[nH]1)C(=O)N[C@H](Cc1ccc2ccccc2c1)C(=O)N[C@H](Cc1ccccc1)C(=O)N[C@@H](CCCCN)C(N)=O	-2%	?
60	C=C1CCN(C(C)C(=O)OCc2cccc(C)c2)S(=O)(=O)c2ccccc21 (centres undefined)	3%	-5%
61	Cc1cn(C2CC3OCC(NC(=O)C4CCCN4C(=O)OC(C)(C)C)C3O2)c(=O)[nH]c1=O (centres undefined)	-2%	8%
62	COc1ccc(CNc2nc(NCc3ccc(OC)cc3)c3ncn(C(C)C)c3n2)cc1	1%	26%
63	CC(=O)OCC(NC(=O)C(Cc1ccccc1)NC(=O)OC(C)(C)C)C1OC(n2ccc(=O)[nH]c2=O)C(OC(C)=O)C1OC(C)=O (centres undefined)	4%	10%
64	COC(=O)c1ccc(-c2ccc(OC)c(C3C4C=CCC(C)C4C(=O)N3Cc3ccccc3)c2)cc1 (centres undefined)	-6%	9%
65	CC12CCC=CC1C(c1cccc(Br)c1)N(Cc1ccccc1)C2=O (centres undefined)	0%	-2%
66	COc1ccc(C2/C=C\CN(CC3CCCCC3)C(Cc3ccccc3)C(=O)N2Cc2ccc(F)cc2)cc1 (centres undefined)	-9%	2%
67	C=CN1CCCC1=O	7%	-20%
